Ba/F3 V617F tox – loss of viability in JAK2V617F-driven Ba/F3 cells | 1.1% of 220,000 active | Ba/F3 EpoR-JAK2V617F viability, ATP luminescence | inhibition, % at 5.6 µM;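 active = inhibition above the campaign mean plus 3 SD over all tested compounds, cut at about 24% in these data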;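 note: cytokine-independent growth of Ba/F3 cells driven by EpoR plus mutant JAK2; 0% = DMSO-treated cells and 100% = JAK inhibitor I control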
S1P4 agonist – human S1P4 receptor agonism | S1P4-expressing cell line, agonist reporter assay | activation, % at 4.98 µM | 0.35% of 220,000 active; in the data active = activation above about 11%;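 note: 0% = DMSO vehicle and 100% = reference agonist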
Target sequence (O95977 whole entry, looked up): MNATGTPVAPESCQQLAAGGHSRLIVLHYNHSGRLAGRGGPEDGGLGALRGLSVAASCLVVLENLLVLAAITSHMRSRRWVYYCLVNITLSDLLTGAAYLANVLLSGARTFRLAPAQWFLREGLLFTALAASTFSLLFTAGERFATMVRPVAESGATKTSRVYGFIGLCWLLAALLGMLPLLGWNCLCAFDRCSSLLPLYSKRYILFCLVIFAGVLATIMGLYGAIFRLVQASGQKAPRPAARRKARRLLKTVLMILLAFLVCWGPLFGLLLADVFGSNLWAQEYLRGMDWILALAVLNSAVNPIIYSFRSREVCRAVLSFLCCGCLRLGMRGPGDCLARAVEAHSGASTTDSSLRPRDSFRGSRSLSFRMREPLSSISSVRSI
S1P4 antagonist – antagonists of human S1P4 receptor; O95977; 0.26% of 220,000 active; S1P4-expressing cells, antagonist mode, reporter read-out; inhibition, % at 4.98 µM; in the data active = inhibition above about 29%;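 note: 0% = wells stimulated with agonist and 100% = vehicle wells without agonist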
NPY1 pot ag – human NPY-Y1 potentiation or agonism, primary screen. 0.37% of 220,000 active. activation, % at 3.6 µM. AID 1304. NPY-Y1 expressing cells, potentiator/agonist activation; in the data active = activation above about 33%, passing the limit was not always enough;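 note: cells stimulated with NPY at EC10 then isoproterenol at EC100; 0% = low agonist plus stimulus and 100% = saturating agonist plus stimulus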
Runt-CBFb FRET – Runt domain-CBFb interaction inhibition | Q01196+Q13951 | Cerulean-Runt/Venus-CBFb FRET ratio 530/480, 1 h | inhibition, % at 20 µM | 0.46% of 220,000 active | AID 1496;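 active = inhibition over about 50% at 20 µM in the single-dose screen, limit read from the data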;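 note: 0% = DMSO wells and 100% = excess unlabeled CBFb competitor control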
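test system = Cerulean-Runt domain fusion protein, energy donor | probe or stimulus = Venus-CBFb binding partner, 100 nM | incubation = two 1 h room-temperature incubations shielded from light | detection = fluorescence energy transfer, 422 nm excitation, 530/480 nm emission | measure = loss of energy transfer signal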
BaF3 parental – reduces parental Ba/F3 cell viability, JAK2V617F counter-screen. inhibition, % at 5.6 µM. 1.1% of 220,000 active. CellTiter-Glo ATP luminescence;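 active = inhibition above a per-campaign cutoff, the mean inhibition of all tested compounds plus 3 SD, cut at about 27% in these data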;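 note: 0% = DMSO wells and 100% = JAK Inhibitor I control wells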
RBBP9 inhibitor – blocks human serine hydrolase RBBP9 | O75884 | recombinant RBBP9, FP-Rh probe fluorescence polarization | inhibition, % at 7.94 µM | 0.2% of 220,000 active;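 active = inhibition above the campaign mean of all tested compounds plus 3 SD, cut at about 14% in these data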;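 note: plate controls were DMSO wells with RBBP9 for no effect and wells lacking RBBP9 protein for full effect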
Target sequence (O75884 whole entry, looked up): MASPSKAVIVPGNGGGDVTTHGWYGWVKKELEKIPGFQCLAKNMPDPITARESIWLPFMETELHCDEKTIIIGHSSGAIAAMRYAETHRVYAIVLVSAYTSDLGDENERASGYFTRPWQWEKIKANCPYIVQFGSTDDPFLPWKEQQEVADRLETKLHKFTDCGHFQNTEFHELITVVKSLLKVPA
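Measured by: FP readout at 525/598 nm; material: recombinant human RBBP9; also added: Serine-hydrolase probe FP-Rh, 375 nM pre-mixing; medium: Tris buffer pH 8.0, NaCl, Pluronic; replication: one well per compound; doses: one concentration, 7.94 µM nominal, 0.794% DMSO; timing: preincubation 30 min plus labeling 45 min at 25 °C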
NPY-Y2 PAM-ag – human NPY-Y2 potentiation or agonism, primary screen; cells expressing NPY-Y2, potentiator/agonist read-out; P49146; 0.45% of 220,000 active; activation, % at 3.6 µM; AID 1359; in the data active = activation above about 27%;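 note: cells stimulated with NPY near EC25 plus isoproterenol at EC100; 0% = vehicle plus submaximal agonist and 100% = vehicle plus saturating agonist; some results beyond the cut were filed as inactive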
Target sequence (P49146 whole entry, looked up): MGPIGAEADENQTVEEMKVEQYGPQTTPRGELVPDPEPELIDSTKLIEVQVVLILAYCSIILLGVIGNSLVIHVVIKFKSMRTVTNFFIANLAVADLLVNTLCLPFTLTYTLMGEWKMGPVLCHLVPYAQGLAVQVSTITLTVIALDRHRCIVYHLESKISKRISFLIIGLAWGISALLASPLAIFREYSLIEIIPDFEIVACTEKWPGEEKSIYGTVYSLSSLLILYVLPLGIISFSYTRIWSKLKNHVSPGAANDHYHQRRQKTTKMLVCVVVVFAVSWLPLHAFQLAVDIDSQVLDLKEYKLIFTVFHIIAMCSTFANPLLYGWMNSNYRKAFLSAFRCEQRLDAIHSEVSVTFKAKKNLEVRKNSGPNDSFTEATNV
NPY-Y1 antag – blocks the human neuropeptide Y Y1 receptor. 1% of 200,000 active. HEK293-CNG Y1 cells, membrane potential fluorescence; NPY at EC95, then isoproterenol. inhibition, % at 3.6 µM. AID 1040;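 active = inhibition above the campaign mean inhibition of all tested compounds plus 3 SD, cut at about 20% in these data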;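 note: 0% = DMSO wells given NPY plus isoproterenol and 100% = isoproterenol alone without NPY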
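Assay system: HEK293 cells with Y1 receptor plus CNG channel | Probe or stimulus: NPY (25 nM), isoproterenol (1 µM), Ro 20-1724 (25 µM) | Timing: Compound incubation 1 h at room temperature, readout 45 min post-stimulation | Measured by: Membrane-potential fluorescent dye readout | Benchmarks: High control isoproterenol alone, low control NPY with isoproterenol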
* hit, by the source's call; · = no result given.

Short forms: A = Ba/F3 V617F tox; B = S1P4 agonist; C = S1P4 antagonist; D = NPY1 pot ag; E = Runt-CBFb FRET; F = BaF3 parental; G = RBBP9 inhibitor; H = NPY-Y2 PAM-ag; I = NPY-Y1 antag
COC(=O)c1ccccc1NC(=O)C1CC(c2ccc(F)cc2)=NO1 (configuration not stated)
  A: -3 | B: 1.8 | C: 6 | D: -34 | E: 0 | F: 1 | G: -3 | H: -31 | I: 7

O=C1CCCC(=O)C1C1c2ccccc2CCN1C(=O)CCl (configuration not stated)
  A: -3 | B: 3.6 | C: -2 | D: 8 | E: 0 | F: -3 | G: -12 | H: 3 | I: ·

Cc1ccc2c(c1)C1CN(C)CCC1N2C(=O)COc1ccc(N(C)C(=O)C(C)(C)C)cc1 (configuration not stated)
  A: 2 | B: -0.6 | C: -1 | D: -7 | E: -2 | F: 6 | G: 0 | H: 5 | I: 3

COc1ccc(NCc2nnc(SCC(=O)NNC(=O)c3ccc(C)cc3)n2C)cc1
  A: -3 | B: 0.4 | C: 3 | D: 5 | E: 4 | F: 7 | G: -9 | H: 1 | I: 2

O=C(OCN1C(=O)c2ccccc2C1=O)c1ccccc1
  A: -1 | B: 1.9 | C: -8 | D: -20 | E: 2 | F: 4 | G: 6 | H: 1 | I: -1

COc1ccc(CN2CSC(=S)N(Cc3ccc(OC)cc3)C2)cc1
  A: -3 | B: 0.3 | C: -11 | D: 4 | E: -2 | F: -3 | G: 10 | H: -4 | I: ·

O=C(CCCCCN1C(=O)CCC1=O)Nc1ncn[nH]1
  A: 0 | B: 1.8 | C: -21 | D: -1 | E: 2 | F: 5 | G: 1 | H: 0 | I: 4

COc1ccc(NC(=O)c2ccccc2Cl)cc1NC(=O)CN1CCOCC1
  A: 3 | B: 0.8 | C: -13 | D: 3 | E: 1 | F: 8 | G: -6 | H: 9 | I: -2

Cc1ccc(-n2ncc3c(Nc4cccc(C(=O)O)c4)ncnc32)cc1
  A: 4 | B: 0.4 | C: -11 | D: -1 | E: 3 | F: 4 | G: 0 | H: 0 | I: 1

CCc1ccc(NC(=O)C2CC(=O)N=C(N)S2)cc1 (configuration not stated)
  A: -1 | B: 0.7 | C: -4 | D: -1 | E: 0 | F: 2 | G: -8 | H: -7 | I: -6

N/C(=N\OC(=O)c1ccccc1Cl)c1ccccn1
  A: 11 | B: -1.6 | C: -28 | D: -18 | E: -1 | F: 15 | G: -4 | H: -10 | I: -1

S=C(NCc1cccnc1)NCc1cccnc1
  A: -4 | B: -0.7 | C: 15 | D: 8 | E: -1 | F: 3 | G: -4 | H: 1 | I: -4

Cc1cc(NC(=S)Nc2ccc(C)c(Cl)c2)n[nH]1
  A: 2 | B: 1.0 | C: -3 | D: 12 | E: 12 | F: 5 | G: -1 | H: 15 | I: -7

CCc1nc2ccccc2c(=O)n1NC(=O)c1c(O)c2ccccc2n(CC)c1=O
  A: 4 | B: -3.0 | C: -6 | D: -5 | E: -8 | F: 14 | G: -2 | H: -13 | I: 1

CCN(C(=O)c1ccccc1Cl)c1ccccc1
  A: -6 | B: 1.9 | C: -22 | D: 4 | E: 2 | F: 3 | G: -1 | H: 3 | I: -3

Among those listed so far, these have an NH in an aromatic ring:
Short forms: A = Ba/F3 V617F tox; B = S1P4 agonist; C = S1P4 antagonist; D = NPY1 pot ag; E = Runt-CBFb FRET; F = BaF3 parental; G = RBBP9 inhibitor; H = NPY-Y2 PAM-ag; I = NPY-Y1 antag
O=C(CCCCCN1C(=O)CCC1=O)Nc1ncn[nH]1
  A: 0 | B: 1.8 | C: -21 | D: -1 | E: 2 | F: 5 | G: 1 | H: 0 | I: 4

Cc1cc(NC(=S)Nc2ccc(C)c(Cl)c2)n[nH]1
  A: 2 | B: 1.0 | C: -3 | D: 12 | E: 12 | F: 5 | G: -1 | H: 15 | I: -7

Going on with the list.
Short forms: A = Ba/F3 V617F tox; B = S1P4 agonist; C = S1P4 antagonist; D = NPY1 pot ag; E = Runt-CBFb FRET; F = BaF3 parental; G = RBBP9 inhibitor; H = NPY-Y2 PAM-ag; I = NPY-Y1 antag
COc1ccc(Oc2nc3c(C)cccn3c(=O)c2/C=C(\C#N)C(N)=O)cc1
  A: -3 | B: 0.5 | C: 6 | D: 21 | E: 34 | F: 0 | G: -10 | H: 11 | I: ·

O=C(COc1nnnc2ccccc12)N1CCCc2ccccc21
  A: -3 | B: -1.2 | C: 2 | D: 10 | E: -1 | F: 3 | G: -12 | H: 18 | I: -2

Cc1ccc(-n2c(O)c(/C=N/c3ncn[nH]3)c3ccccc3c2=O)cc1
  A: 1 | B: 2.2 | C: -6 | D: 32 | E: 12 | F: 7 | G: 7 | H: -3 | I: -3

O=C(Nc1nnc(-c2ccncc2)o1)c1cccc(N2C(=O)CCC2=O)c1
  A: 1 | B: -0.1 | C: 15 | D: 25 | E: -1 | F: 4 | G: -7 | H: 12 | I: 2

O=C(CSc1nnc(-c2ccco2)c(-c2ccco2)n1)Nc1ccccc1
  A: -3 | B: 1.2 | C: -10 | D: 2 | E: 11 | F: -1 | G: 1 | H: 2 | I: -5

Cn1c(=O)oc2cc(S(=O)(=O)NCCC(=O)NCCc3ccccc3)ccc21
  A: -3 | B: -0.4 | C: -13 | D: -3 | E: 0 | F: 2 | G: -5 | H: 6 | I: -1

CCC(C)NC(=O)CN(c1ccc(OC)cc1)S(=O)(=O)c1ccc(NC(C)=O)cc1 (configuration not stated)
  A: 0 | B: 0.2 | C: -19 | D: 9 | E: 0 | F: 4 | G: -3 | H: 5 | I: 2

O=C(Nc1nc(=O)c2ccccc2s1)c1ccc(Cl)cc1
  A: 5 | B: -2.3 | C: 6 | D: 7 | E: 29 | F: 5 | G: -7 | H: -23 | I: 2

COc1cccc(N(C(C)=O)c2nc(C)cc(C)c2C#N)c1
  A: -1 | B: 1.0 | C: -11 | D: -2 | E: 1 | F: 4 | G: -3 | H: 11 | I: 3

Cc1c(NC(=O)C2CCCCC2)cc(C(=O)N2CCOCC2)cc1[N+](=O)[O-]
  A: 1 | B: 0.3 | C: -3 | D: 4 | E: 2 | F: 5 | G: -6 | H: -2 | I: -2

CCC(CC)NC(=O)CON=C1c2ccccc2-c2ccccc21
  A: -2 | B: 2.5 | C: -20 | D: -30 | E: -1 | F: 1 | G: -7 | H: 6 | I: -6

Cc1ccc(C)c(-n2nnnc2Sc2nc([N+](=O)[O-])nn2C)c1
  A: 1 | B: 0.8 | C: 5 | D: -37 | E: 1 | F: 5 | G: -6 | H: -10 | I: -1

CCOc1ccc(/C=N/NC(=O)CSc2ccccn2)cc1O
  A: -2 | B: -0.5 | C: 2 | D: -1 | E: 3 | F: -3 | G: -1 | H: 8 | I: ·

CCc1c(O)nc(SCC(=O)N(CC)CC)[nH]c1=O
  A: 2 | B: -1.9 | C: 4 | D: -1 | E: -1 | F: 4 | G: -4 | H: -6 | I: -1

CSc1cc(C)nc(N(C)C(C)=O)n1
  A: -4 | B: -0.2 | C: 7 | D: -2 | E: 0 | F: 1 | G: -6 | H: -1 | I: -3

CCCn1c(C(O)c2ccc3c(c2)OCO3)nc2ccccc21 (configuration not stated)
  A: 1 | B: 2.0 | C: -18 | D: -4 | E: -3 | F: 4 | G: -6 | H: -1 | I: -2

Cc1sc2nc(SCc3nnc(-c4cccs4)o3)n(C3CCCC3)c(=O)c2c1C
  A: -4 | B: 1.3 | C: 3 | D: 4 | E: 0 | F: 4 | G: 0 | H: -5 | I: -4

C=CCNc1nnc(Cl)c2ccccc12
  A: -2 | B: 0.6 | C: 9 | D: -5 | E: -1 | F: -2 | G: 7 | H: -1 | I: -4

COC(=O)c1cccc(NC(=O)C23CC4CC(C2)CC(n2cncn2)(C4)C3)c1
  A: -5 | B: -2.8 | C: -8 | D: -18 | E: -3 | F: 1 | G: 4 | H: -10 | I: 2

O=C(CN1C(=O)C2C3C=CC(C3)C2C1=O)N1CC(=O)N(CCc2ccccc2)C(=O)C1 (configuration not stated)
  A: -1 | B: 0.5 | C: -28 | D: 13 | E: -2 | F: 0 | G: 0 | H: 1 | I: -3

NC(=O)CCS(=O)(=O)CCN1CCCCC1
  A: -2 | B: 0.7 | C: 0 | D: 9 | E: 2 | F: 6 | G: 3 | H: 6 | I: 0

COc1cc(/C=N/Nc2ccccc2)ccc1OC(=O)c1cccs1
  A: -8 | B: -1.5 | C: 3 | D: 3 | E: 0 | F: 0 | G: -5 | H: 24 | I: -2

CCN1C(=O)/C(=C/N2CCc3ccccc32)SC1=S
  A: -3 | B: 0.5 | C: -21 | D: -7 | E: -72 | F: -2 | G: -10 | H: 6 | I: -1

Nc1ccc2nc(SCc3ccc([N+](=O)[O-])cc3)sc2c1
  A: 1 | B: 2.7 | C: -16 | D: 0 | E: 0 | F: 7 | G: -2 | H: -6 | I: 4

CC(C)OP(=O)(OC(C)C)C(NC(=O)c1cccc([N+](=O)[O-])c1)C(N)=O (configuration not stated)
  A: -1 | B: -3.9 | C: 11 | D: -20 | E: 2 | F: 4 | G: -4 | H: 16 | I: -4

O=C1CC(SC2=NCCS2)C(=O)N1c1cccc(Cl)c1Cl (configuration not stated)
  A: -1 | B: 0.0 | C: -4 | D: 4 | E: · | F: 2 | G: 0 | H: 19 | I: -6

CC(=O)Nc1ccc(S(=O)(=O)N2CCN(CCCOc3ccccc3Cl)CC2)cc1
  A: -2 | B: -1.0 | C: -10 | D: 16 | E: -7 | F: 4 | G: -6 | H: -2 | I: -6

CN1CCN(S(=O)(=O)c2cccc(C(=O)Nc3sc4c(c3-c3nc5ccccc5[nH]3)CCCC4)c2)CC1
  A: 4 | B: -0.3 | C: -3 | D: 10 | E: -50 | F: 7 | G: -14 | H: 12 | I: -1

Cc1ccc(S(=O)(=O)N2CCN(C(=O)C3Cc4ccccc4CN3C(=O)c3ccco3)CC2)cc1 (configuration not stated)
  A: 2 | B: 0.7 | C: 2 | D: -19 | E: 2 | F: 6 | G: 5 | H: 1 | I: -3

Cc1cc(-c2ccccc2)nc(N(C)N)c1S(C)(=O)=O
  A: 2 | B: 2.3 | C: -2 | D: 3 | E: 0 | F: 1 | G: -2 | H: -1 | I: 1

Cc1nc2c(cc1C(=O)N/N=C/c1ccc([N+](=O)[O-])cc1)c(=O)n(C)c(=O)n2C
  A: -1 | B: 5.5 | C: -18 | D: 14 | E: -1 | F: 4 | G: -8 | H: 20 | I: 7

Cc1ccc(OCn2c(=O)sc3ccccc32)cc1
  A: 2 | B: 0.0 | C: -17 | D: -15 | E: 2 | F: 2 | G: -12 | H: -6 | I: 9

O=C(COC(=O)[C@@H]1CCCN1C(=O)c1cccs1)Nc1ccc(F)cc1[N+](=O)[O-]
  A: 0 | B: -0.1 | C: -7 | D: -9 | E: -2 | F: 4 | G: -3 | H: -15 | I: 2

O=S(=O)(Nc1ccc2c(c1)nc1n2CCOC1)c1ccccc1
  A: 4 | B: 0.9 | C: -3 | D: 6 | E: 0 | F: 5 | G: 1 | H: 11 | I: -1
